# Screens from PubChem BioAssay.
# PLC-beta3 inh – PLC-beta3 (human) inhibition, primary screen; 370,000 tested, 0.18% active; Purified PLC-beta3, fluorogenic substrate, fluorescence; inhibition, % at 12.2 µM; in the data active means inhibition above about 11%;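 further: 0% = median of compound wells on plate and 100% = full blocker control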
# SIAE primary – inhibitors of human sialic acid acetylesterase SIAE. Q9HAT2. SIAE FP-Rh probe binding, fluorescence polarization. inhibition, % at 9.66 µM. 370,000 tested, 0.69% active;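 active means inhibition above a cutoff: mean of compounds within the control limits plus 3 SD of those, cut at about 17% in these data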;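 further: 0% = plate median of compound wells and 100% = probe without SIAE protein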
# Target sequence (Q9HAT2 whole entry, looked up): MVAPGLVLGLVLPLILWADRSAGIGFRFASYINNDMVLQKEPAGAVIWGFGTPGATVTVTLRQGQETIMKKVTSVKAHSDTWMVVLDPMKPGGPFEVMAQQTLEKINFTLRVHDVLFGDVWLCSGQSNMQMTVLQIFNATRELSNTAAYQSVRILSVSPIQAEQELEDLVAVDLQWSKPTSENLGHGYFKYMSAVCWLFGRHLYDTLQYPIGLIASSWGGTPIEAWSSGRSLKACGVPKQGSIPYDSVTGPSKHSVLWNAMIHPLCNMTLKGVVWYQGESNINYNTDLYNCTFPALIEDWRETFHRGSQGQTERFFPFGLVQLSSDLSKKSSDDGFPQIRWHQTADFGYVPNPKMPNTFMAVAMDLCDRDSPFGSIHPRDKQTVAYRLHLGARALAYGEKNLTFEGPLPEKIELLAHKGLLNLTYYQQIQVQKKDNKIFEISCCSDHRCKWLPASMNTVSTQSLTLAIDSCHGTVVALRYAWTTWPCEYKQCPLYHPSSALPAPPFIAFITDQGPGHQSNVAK
# ADAM10 inh – inhibitors of human ADAM10; recombinant ADAM10, EDANS/DABCYL FRET peptide cleavage, 3 h; O14672; inhibition, % at 7 µM; 370,000 tested, 0.62% active;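 active means inhibition above a per-campaign cutoff equal to the mean of compounds falling between control-based bounds plus 3 SD, cut at about 20% in these data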;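 further: 0% = DMSO wells while the 100% control is not disclosed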
# ARFGAP1 inh – inhibits rat ARF GTPase activating protein 1 | Q62848 | Arfgap1-stimulated ARF1 GTP hydrolysis, GDP FP detection | inhibition, % at 16.5 µM | 360,000 tested, 0.26% active | AID 651572;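 active means inhibition above a per-plate limit, mean inhibition of low control wells plus 3 SD, cut at about 25% in these data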;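 further: 0% = DMSO wells with enzyme and 100% = wells lacking Arfgap1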
#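 system = rat Arfgap1 catalytic domain, aa 1-136 | technique = FP, GDP Alexa 633 tracer displaced from anti-GDP antibody, 620/688 nm | compound = one concentration, 16.5 µM, DMSO 1.26% | medium = HEPES-based buffer, pH 7.5 | timing = compound-enzyme preincubation 20 min, reaction 120 min, detection 60 min, 25 °C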
# Tn6 DDE FP – disrupts Tn6 cyclic peptide binding to fibrin D-Dimer-E complex | inhibition, % at 8.3 µM | AID 720509 | 370,000 tested, 0.21% active | Fibrin DD(E) TRITC-Tn6 fluorescence polarization displacement | P02675;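 active means inhibition above a per-campaign cutoff: mean of compounds within control limits plus 3 SD, cut at about 15% in these data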;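 further: 0% = median of all compound wells on the plate and 100% = blocking peptide control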
# DDE Tn7 FP inh – DD(E)-Tn7 binding inhibition, primary FP screen. FP displacement of FITC-Tn7 peptide from fibrin DD(E); 0% = median of compound wells per plate. 370,000 tested, 0.13% active. P02675. inhibition, % at 8.3 µM;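 active means inhibition above the mean of compounds falling within the control limits plus 3 SD of them, cut at about 14% in these data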;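 further: 0% = plate median of compound wells and 100% = 10 µM Aha-Tn7 peptide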
#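 assay system = human clot-derived fibrin DD(E) complex | quantity = Fibrin-DD(E) at 2 µM final | timing = 10 min preincubation, 3 h with tracer, room temperature | signal = fluorescence polarization | measure = percent inhibition | benchmarks = high control wells with 10 µM unlabelled Aha-Tn7 peptide (full inhibition) | replicates = singlicate testing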
# TDP2 inh – blocks human TDP2 phosphodiesterase activity | recombinant TDP2, T5PNP hydrolysis, p-nitrophenol absorbance 415 nm | 370,000 tested, 0.34% active | AID 720702 | inhibition, % at 12.8 µM;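 active means inhibition above the mean of all tested compounds plus 3 SD, set per campaign, cut at about 25% in these data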;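 further: 0% = DMSO with enzyme and 100% = buffer with substrate but no TDP2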
#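 test system = human TDP2 enzyme | input = TDP2 enzyme at 120 nM final | medium = 50 mM Tris-HCl pH 7.5 with Mg2+, KCl, DTT, BSA | also added = T5PNP substrate, 5 mM | times = 2 h at 37 °C | technique = epi absorbance | benchmarks = high control without enzyme, low control DMSO plus TDP2 | replication = each compound tested once, singlicate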
# ASAP1 inh – inhibitors of human ASAP1 ArfGAP activity; ASAP1-stimulated ARF1 GTP hydrolysis, GDP FP detection; inhibition, % at 16.5 µM; 360,000 tested, 0.19% active; in the data active means inhibition above about 25%;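 further: 0% = vehicle with enzyme and substrate and 100% = no enzyme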
# Target sequence (Q9ULH1 325-724 limits assumed): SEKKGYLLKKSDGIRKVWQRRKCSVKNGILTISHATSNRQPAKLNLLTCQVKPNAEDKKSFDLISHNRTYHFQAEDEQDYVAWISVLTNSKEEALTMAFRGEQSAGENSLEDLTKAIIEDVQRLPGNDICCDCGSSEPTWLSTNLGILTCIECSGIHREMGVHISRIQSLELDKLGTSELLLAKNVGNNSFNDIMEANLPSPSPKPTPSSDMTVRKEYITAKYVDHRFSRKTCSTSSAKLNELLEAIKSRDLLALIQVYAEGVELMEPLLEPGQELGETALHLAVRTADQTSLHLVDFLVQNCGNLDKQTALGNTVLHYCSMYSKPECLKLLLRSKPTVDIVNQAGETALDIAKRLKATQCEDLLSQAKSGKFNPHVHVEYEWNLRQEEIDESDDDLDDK
# ADAM17 inh – inhibits human ADAM17; P78536; recombinant ADAM17, EDANS/DABCYL FRET peptide cleavage; inhibition, % at 6.95 µM; 370,000 tested, 0.83% active; AID 720648;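 active means inhibition above the mean of compounds lying between control limits plus 3 SD, set per campaign, cut at about 8.5% in these data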;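 further: 0% = DMSO-only wells as the low control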
# PLCg1 inh – blocks human PLC-gamma1 enzyme activity. P19174. purified PLC-gamma1, fluorogenic substrate, fluorescence. inhibition, % at 12.2 µM. 370,000 tested, 0.84% active. AID 720700; in the data active means inhibition above about 9.5%
# * = called active by the depositor.
SMILES,PLC-beta3 inh,SIAE primary,ADAM10 inh,ARFGAP1 inh,Tn6 DDE FP,DDE Tn7 FP inh,TDP2 inh,ASAP1 inh,ADAM17 inh,PLCg1 inh
CCOc1ccc(-n2c(O)c(/C=N/NC(=O)C3COc4ccccc4O3)c3ccccc3c2=O)cc1 (stereo not given),-390,2,-286,-16,-6,2,-8,15,-93,-406
CCc1c(C)nc2cc(-c3ccc(OC)cc3)[nH]n2c1=O,-18,0,-81,6,-3,-2,0,-8,-21,-15
O=S(=O)(Nc1ccc(S(=O)(=O)Nc2cccc3ccccc23)cc1)c1ccccc1,-3,-9,3,12,6,-8,-7,17,4,5
CCN(C(=O)CSc1ncccc1C(=O)Oc1cccc([N+](=O)[O-])c1)c1cccc(C)c1,2,2,13,4,-5,-2,7,3,4,5
CN(Cc1nc(-c2cnccn2)no1)CC(O)c1ccccc1 (stereo not given),-3,7,-10,-6,6,1,-6,-3,-8,-3
COc1ccc(-c2cc(C(=O)O)c(C)o2)cc1OC,-1,6,0,4,-2,0,-6,2,-1,-3
CCOc1ccc(NC(=O)CN(C)C(=O)CCc2nc3ccccc3c(=O)[nH]2)cc1OCC,-4,-6,-9,-4,9,-1,-7,-7,3,7
CCOc1cc(C)c(Cl)cc1S(=O)(=O)NCCOC,-21,-4,-5,7,3,3,4,-9,-3,0
COc1ccccc1N1CC=C(c2cccc([N+](=O)[O-])c2)NC1=O,-10,2,-3,8,-4,-6,7,-5,-5,2
Nc1cc(=O)nc(SCC(=O)N(C2CCCCC2)C2CCCCC2)n1-c1ccccc1,-2,8,4,-6,-2,-3,-6,-6,-2,-3
COc1cc(C(=O)NCCC(=O)NC(C)CCc2ccccc2)cc(OC)c1OC (stereo not given),-12,2,-8,10,6,2,-12,-3,-2,2
Clc1ccc2c(NCc3cccs3)ncnc2c1,-12,-2,-8,-8,0,2,8,0,-3,-5
CSC(=NCc1ccc(F)cc1)NS(=O)(=O)c1cccs1,-1,-3,1,2,3,-6,11,3,-1,-2
COc1ccc2[nH]c(C(=O)O)c(CCN3C(=O)c4cccc([N+](=O)[O-])c4C3=O)c2c1,-7,5,0,-5,-1,2,5,7,-2,1
CC(C)S(=O)(=O)c1nsc2nc(=O)c(/C=C3\C=Nc4ccccc43)c(N)n12,-36,-30,-11,6,-6,-8,-6,11,0,-28
Cc1ccc(-n2ncc3c(=O)[nH]c(SCC(=O)N4CC(=O)Nc5ccccc54)nc32)cc1,6,-3,-9,-2,6,-3,-9,0,2,7
Cc1c(NC(=O)Nc2ccccc2)c(=O)n(-c2ccccc2)n1C,-5,2,1,11,3,1,-10,-8,-6,3
CCOC(=O)c1cc(C#N)c(N2CCCNCC2)nc1C(F)(F)F,-22,4,-19,0,-1,-4,3,6,-4,-15
O=C(CNC(=O)c1ccc(Br)o1)NC1CCCCCC1,6,-4,4,-5,-2,5,-16,-11,2,6
CC1(C)CC2(CCO1)OC(=O)CC2C(=O)Nc1ccccc1Cl (stereo not given),-2,1,13,4,-3,-1,-5,-15,2,2
N#Cc1ccc(S(=O)(=O)N2CCCN(c3nc4ccc(Cl)cc4s3)CC2)cc1,2,-12,7,1,4,-3,1,10,-6,1
O=C(Cc1ccc(S(=O)(=O)N2CCOCC2)s1)NCCOc1ccccc1F,-7,2,1,-1,4,-6,9,4,-2,-2
O=C(CSc1nnc(CNC(=O)c2ccccc2F)o1)NC1CCCCC1,-6,1,4,-2,-1,-5,4,6,1,-1
COc1cc2c(cc1OC)C(COc1ccc([N+](=O)[O-])cc1)N(C(C)=O)CC2 (stereo not given),-12,2,-1,18,0,-2,4,5,0,1
COc1cc(-c2nc(S(=O)(=O)c3ccccc3)c(N3CCOCC3)o2)cc(OC)c1OC,0,-1,-1,-2,-3,-6,-8,-3,3,0

# Compounds above that contain a thiophene ring, fused or not:
SMILES,PLC-beta3 inh,SIAE primary,ADAM10 inh,ARFGAP1 inh,Tn6 DDE FP,DDE Tn7 FP inh,TDP2 inh,ASAP1 inh,ADAM17 inh,PLCg1 inh
Clc1ccc2c(NCc3cccs3)ncnc2c1,-12,-2,-8,-8,0,2,8,0,-3,-5
CSC(=NCc1ccc(F)cc1)NS(=O)(=O)c1cccs1,-1,-3,1,2,3,-6,11,3,-1,-2
O=C(Cc1ccc(S(=O)(=O)N2CCOCC2)s1)NCCOc1ccccc1F,-7,2,1,-1,4,-6,9,4,-2,-2

# (next part)
SMILES,PLC-beta3 inh,SIAE primary,ADAM10 inh,ARFGAP1 inh,Tn6 DDE FP,DDE Tn7 FP inh,TDP2 inh,ASAP1 inh,ADAM17 inh,PLCg1 inh
c1cncc(C2SCCCS2)c1,2,-1,-1,-1,1,-5,3,13,1,-1
Cc1cccc(NC(=O)c2nc[nH]c2C(=O)N(C)Cc2ccccc2)c1,5,-2,21*,3,6,2,2,0,9.4*,7
CCCCN(CC(=O)Nc1cccc(S(=O)(=O)N2CCCC2)c1)Cc1nc2ccccc2c(=O)[nH]1,-35,-17,-7,-2,0,3,-2,2,-1,-33
Cn1ccc2c(N(Cc3ccccc3)Cc3ccccc3)cc3c(c21)C1CCC3C1 (stereo not given),-55,10,-18,-7,0,-3,7,-3,-7,-50
Cc1cccc(NC(=O)c2ccc(NS(=O)(=O)c3cccc4cccnc34)cc2)c1,-5,-26,24*,0,-10,-3,-23,0,13*,9
Cc1ccc(S(=O)(=O)N2Cc3ccccc3CC2C(=O)NC(C)(C)C)cc1 (stereo not given),-4,2,-3,-1,-3,-3,-6,-18,4,5
CCCNC(=O)c1ccccc1NC(=O)c1ccc(CSc2ccccc2)cc1,0,-53,-10,15,-2,-2,-4,6,0,-2
O=C(COC(=O)c1c[nH]c2ccccc12)NC1CCCC1,-4,4,-8,6,0,0,-8,-2,-5,-3
CCC(C)(C)C1CCc2[nH]nc(C(=O)NCCCNC(=O)OC(C)(C)C)c2C1 (stereo not given),1,-2,3,8,-4,-1,6,-1,-6,2
COC(=O)c1cc2n(n1)CCN(Cc1cccc(OC)c1)C2=O,5,4,-1,-1,0,-1,-18,1,5,6
O=Nc1c2cc3ccccc3[nH]c-2c2ccccc12,-91,-40,-21,4,6,6,-10,-3,-9,-71
CCCCNC(=O)c1onc(CSc2ccc(F)c(F)c2)c1C(=O)O,-4,6,3,5,-3,-2,3,-3,-4,-2
CC(C)(C)N(Cc1ccccc1)C(=O)COC(=O)c1ccc2ccccc2n1,1,-5,4,10,1,-8,0,-6,-2,0
CSC1=NCCN1S(=O)(=O)c1ccc2ccccc2c1,1,2,4,1,5,-5,5,-3,-1,5
COCc1cc(CN2CCCC(C(=O)Nc3cccc(-n4cnnn4)c3)C2)ccc1OC (stereo not given),-3,-5,7,0,1,2,-3,6,-1,1
Cc1c(NC(=O)CSc2ccc(Cl)cc2)cccc1-c1nc2ncccc2o1,-29,-2,14,9,0,-3,-5,16,0,1
O=S(=O)(c1ccc(Oc2ccc(Br)cc2)cc1)N1CCOCC1,4,2,6,-2,-10,-4,6,1,2,2
CC1CCCC(C)N1C(=O)COC(=O)c1ccc(O)cc1 (stereo not given),0,4,4,15,6,-2,3,8,4,20*
Cc1cc(=O)oc2cc(NC(=O)COc3ccccc3[N+](=O)[O-])ccc12,-56,-1,-182,-2,-4,1,7,-1,-64,-44
COc1ccc(N/C(N)=N/c2nc(CSc3ccc(C)cc3)cc(=O)[nH]2)cc1,3,-4,-2,-2,-2,-6,-2,1,-3,1
CCOC(=O)c1c(NC(=O)CSc2nnc(-c3ccncc3)n2Cc2ccco2)sc(C(C)=O)c1C,2,2,-6,-14,1,-2,1,-10,-2,1
COc1cccc(NC(=O)COC(=O)C2CC2)c1,-2,5,-17,-8,-7,-1,7,9,-1,1
COc1cccc(NS(=O)(=O)c2ccc3c(c2)CC(=O)N3)c1,2,-2,7,2,-3,2,2,5,-1,2
CN(CC(=O)Nc1ccccc1Cl)C(=O)COC(=O)c1ccc(Cl)nc1,-6,13,-5,-1,0,-2,10,-7,-6,-3
CCOc1ccc(NC(C)=O)cc1,5,-2,1,4,-6,-3,3,-6,-4,3
CCN(c1ccccc1)S(=O)(=O)c1ccc(C(=O)NCCCn2ccnc2)cc1,2,0,-7,-8,1,-5,-9,-11,0,3
COc1ccc(CNC(=O)CN2C(=O)CC(c3ccccc3)=Nc3ccccc32)cc1,-6,-16,3,3,8,8,-10,-2,-2,0
COCCn1c(=S)[nH]c2cc(C(=O)NCCc3ccccc3)ccc2c1=O,-3,-4,-2,-10,10,5,14,-20,-1,-2

# Among those listed so far, these contain a furan ring, fused or not.
SMILES,PLC-beta3 inh,SIAE primary,ADAM10 inh,ARFGAP1 inh,Tn6 DDE FP,DDE Tn7 FP inh,TDP2 inh,ASAP1 inh,ADAM17 inh,PLCg1 inh
COc1ccc(-c2cc(C(=O)O)c(C)o2)cc1OC,-1,6,0,4,-2,0,-6,2,-1,-3
O=C(CNC(=O)c1ccc(Br)o1)NC1CCCCCC1,6,-4,4,-5,-2,5,-16,-11,2,6
CCOC(=O)c1c(NC(=O)CSc2nnc(-c3ccncc3)n2Cc2ccco2)sc(C(C)=O)c1C,2,2,-6,-14,1,-2,1,-10,-2,1
